Source: PubChem BioAssay (The Scripps Research Institute Molecular Screening Center)
FBW7 act – activators of human E3 ligase FBW7; Q969H0; AlphaScreen FBW7–phospho-cyclin E peptide binding, activator screen; normalized activity (activation), % at 26.1 µM; 650,000 tested, 0.13% active; AID 1259310; in the data active means normalized activity above about 1.9%;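 further: purified mutant Fbw7 with reduced substrate affinity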
GPR151 activ – human GPR151 activation; 650,000 tested, 1% active; Q8TDV0; activation, % at 11.2 µM; PathHunter beta-arrestin GPR151 cells, luminescence; in the data active means activation above about 4.9%;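 further: 0% = median of compound wells and 100% = cells with positive control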
Target sequence (Q8TDV0 whole entry, looked up): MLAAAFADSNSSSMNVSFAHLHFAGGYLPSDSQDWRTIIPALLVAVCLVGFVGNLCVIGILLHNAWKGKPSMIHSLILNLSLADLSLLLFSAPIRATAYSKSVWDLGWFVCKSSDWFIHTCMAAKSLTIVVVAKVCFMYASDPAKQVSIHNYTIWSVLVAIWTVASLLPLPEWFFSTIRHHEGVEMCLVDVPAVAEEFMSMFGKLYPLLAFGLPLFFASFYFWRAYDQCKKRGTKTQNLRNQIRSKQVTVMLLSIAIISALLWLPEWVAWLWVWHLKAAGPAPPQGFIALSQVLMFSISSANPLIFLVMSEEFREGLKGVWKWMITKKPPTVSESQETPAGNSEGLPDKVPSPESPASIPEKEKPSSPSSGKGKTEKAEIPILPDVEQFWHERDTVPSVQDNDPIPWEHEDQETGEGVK
MITF inh – human MITF inhibition, primary screen. O75030. AlphaScreen MITF homodimerization, bead proximity signal. inhibition, % at 2.6 µM. 650,000 tested, 0.91% active; in the data active means inhibition above about 50%;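 further: 0% = vehicle wells with protein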
Target sequence (O75030 whole entry, looked up): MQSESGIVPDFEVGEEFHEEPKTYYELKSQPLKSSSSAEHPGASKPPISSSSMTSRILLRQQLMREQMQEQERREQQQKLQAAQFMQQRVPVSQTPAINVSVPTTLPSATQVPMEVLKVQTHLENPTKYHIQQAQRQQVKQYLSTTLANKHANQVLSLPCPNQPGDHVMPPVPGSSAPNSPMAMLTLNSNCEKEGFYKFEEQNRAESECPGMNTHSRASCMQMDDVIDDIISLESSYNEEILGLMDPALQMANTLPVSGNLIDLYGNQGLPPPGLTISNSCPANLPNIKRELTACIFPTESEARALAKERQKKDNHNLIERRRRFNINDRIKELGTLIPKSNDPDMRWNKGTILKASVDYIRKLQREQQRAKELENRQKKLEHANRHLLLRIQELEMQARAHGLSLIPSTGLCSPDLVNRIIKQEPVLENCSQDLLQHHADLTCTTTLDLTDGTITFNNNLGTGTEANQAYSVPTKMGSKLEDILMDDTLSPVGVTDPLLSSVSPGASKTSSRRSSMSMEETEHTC
TEAD-YAP inh – TEAD-YAP interaction inhibition. HEK-TIYL cells, TEAD-Gal4/YAP UAS-luciferase luminescence. inhibition, % at 9.12 µM. AID 1259422. 640,000 tested, 1.4% active; in the data active means inhibition above about 32%;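 further: 0% = median of test compound wells and 100% = reference inhibitor wells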
Starred values were filed as active, the others as inactive; x = not tested or not shown.

compound	FBW7 act	GPR151 activ	MITF inh	TEAD-YAP inh
COc1cc(N2CCOCC2)ccc1Nc1cc(Nc2cccc3c2C(=O)N(C)C3)c(C(F)(F)F)cn1	0.0	3.5	14	-15
CCN(CC)S(=O)(=O)c1cc(C(=O)Oc2ccc([N+](=O)[O-])cc2)ccc1OC	0.3	1.3	9	3
CCOc1ccc(NC(=O)c2c(NC(=O)CC)sc3c2CCCCC3)cc1	0.2	2.0	20	2
COc1ccccc1CNC(=O)c1sc2ncn(Cc3ccccc3Cl)c(=O)c2c1C	0.3	-0.5	16	3
COC(=O)C1=C(C)NC2=C(C(=O)CC(C)(C)C2)C1c1ccccc1OC (stereo not given)	0.1	0.3	-8	-3
Cc1nc2ccccc2nc1CN1CCC(C2(CCC(C)C)NC(=O)NC2=O)CC1 (stereo not given)	0.7	0.6	15	8
O=[N+]([O-])C(C=Nc1ccccc1)C=Nc1ccccc1 (stereo not given)	-0.1	0.4	4	8
CC(C)=CC(=O)Nc1ccc(C)cc1[N+](=O)[O-]	-0.1	3.9	6	-10
Cc1ccccc1C1=N/C(=C\c2ccccc2C(F)(F)F)C(=O)O1	0.5	-1.6	14	2
CCOC(=O)N1CCN(C(=O)CN(c2ccccc2)S(C)(=O)=O)CC1	0.1	-1.0	-16	2
Cc1nc2sccn2c1C(=O)c1ccc(Br)cc1	0.5	-0.8	16	-14
COc1cc(C2C(C(=O)N3CCCCC3)=C(C)NC3=C2C(=O)CC(C)(C)C3)cc([N+](=O)[O-])c1O (stereo not given)	-0.2	0.5	-1	0
CC1=C(C(=O)N2CCCCC2)C(c2ccc(Cl)c([N+](=O)[O-])c2)C2=C(CCCC2=O)N1 (stereo not given)	-0.1	1.4	-1	4
O=[N+]([O-])c1cccc2c(S(=O)(=O)N3CCCCC3)cccc12	-0.8	1.2	18	-7
O=C(NCCOc1ccccc1)c1csc(Nc2ccccn2)n1	0.0	-0.5	12	-11
CCOC(=O)c1csc(NC(=O)c2ccccc2Cl)n1	0.7	0.2	5	-10
C=CCN(CC=C)CC(O)Cn1c(-c2ccccc2)c(-c2ccccc2)c2cc(C)ccc21 (stereo not given)	-0.4	1.4	-1	1
Cc1cc(C(C)(C)C)ccc1OC(=O)c1nc2nccc(C)n2n1	0.0	1.0	1	13
COCCCNC(=O)c1c(N)n(-c2ccc(C)cc2)c2nc3ccccc3nc12	0.1	-0.8	0	14
C=CCNC(=O)C(=O)NC1CCCCC1C (stereo not given)	-0.1	-0.7	-7	5

Quoted at random: five records from the list.
compound	FBW7 act	GPR151 activ	MITF inh	TEAD-YAP inh
COCCCNC(=O)c1c(N)n(-c2ccc(C)cc2)c2nc3ccccc3nc12	0.1	-0.8	0	14
CCOC(=O)N1CCN(C(=O)CN(c2ccccc2)S(C)(=O)=O)CC1	0.1	-1.0	-16	2
O=[N+]([O-])C(C=Nc1ccccc1)C=Nc1ccccc1 (stereo not given)	-0.1	0.4	4	8
CCN(CC)S(=O)(=O)c1cc(C(=O)Oc2ccc([N+](=O)[O-])cc2)ccc1OC	0.3	1.3	9	3
O=C(NCCOc1ccccc1)c1csc(Nc2ccccn2)n1	0.0	-0.5	12	-11

(list continues)
compound	FBW7 act	GPR151 activ	MITF inh	TEAD-YAP inh
CCn1c(CNS(=O)(=O)c2ccc(C)cc2)nnc1SCc1ccc(F)cc1	0.3	-0.9	8	25
CN1/C(=C\C(=O)COC(=O)c2ccc3c(=O)n4c(nc3c2)CCC4)C(C)(C)c2ccccc21	0.0	-0.1	-1	-4
Cc1cc(C)c2[nH]c(=O)c(CN(Cc3nnnn3Cc3ccco3)CC3CCCO3)cc2c1 (stereo not given)	0.0	-0.2	9	4
Cc1nc(N2CCC(C(=O)N3CC4CCCC3C4)CC2)nc2cc3c(cc12)CCC3 (stereo not given)	1.2	-1.3	5	-31
O=C(Cn1cnc2scc(-c3ccccc3)c2c1=O)Nc1nc2ccccc2s1	-0.1	-1.3	11	6
COc1ccc(NC(=O)CCNS(=O)(=O)c2ccc3c(c2)CCN3C(C)=O)cc1OC	-0.2	-0.5	11	3
O=C(NCc1cccnc1)c1cccc(OC2CCN(C3CCSCC3)CC2)c1	0.1	1.8	3	-20
O=[N+]([O-])c1cccc(CN2CCC(O)CC2)c1	-0.1	0.1	14	2
Cc1ccc(CN2CCN3C(=O)CN(C)C(=O)[C@H]3C2)s1	0.0	1.2	20	-4
COc1ccc(NC(=O)c2ccccc2N(C)S(=O)(=O)c2ccc(C)cc2)cc1OC	-0.1	-1.4	-20	-5
CCOc1ccc(/C=C2/SC(=Nc3ccccc3)NC2=O)c(OCC)c1	-0.1	-0.8	-2	-9
CCCCC[C@H](O)/C=C/[C@@H]1[C@H]2C/C=C\CCCC(=O)O[C@@H]1C[C@@H]2O	x	0.4	-18	x
COc1ccc(-c2nc(NCCN3CCOCC3)c3ncn(CCN4CCCC4=O)c3n2)cn1	0.0	0.3	39	5
C(=N\Nc1nc2ccccc2[nH]1)/c1cccc(/C=N/Nc2nc3ccccc3[nH]2)c1	0.0	1.8	8	-12
O=C(Nc1ccc(Br)cc1)C1C2CCCCC21 (stereo not given)	0.5	-0.9	3	-66
Cc1ccc(NC(=O)COc2ccc(Cl)cc2)cc1[N+](=O)[O-]	-0.2	-0.4	6	0
Cc1ccc2occ(CN3CCN(Cc4ccsc4)C(CCO)C3)c(=O)c2c1 (stereo not given)	0.2	1.3	14	1
COc1ccc(CNc2nccn3c(-c4ccc(C(=O)NC5CC5)cc4)cnc23)cc1	-0.6	0.3	-4	4
O=C(Nc1c2c(nn1-c1ccc(F)cc1)CS(=O)(=O)C2)C1CCCC1	0.0	0.8	4	3
O=C(CSc1nnc(COc2ccccc2)o1)Nc1ccccc1	0.5	-0.7	11	-4

The listing continues.
compound	FBW7 act	GPR151 activ	MITF inh	TEAD-YAP inh
C/C=C(\C)CN1CCCC(C(=O)Nc2ccc(-c3cscn3)cc2)C1 (stereo not given)	0.0	-1.8	11	0
O=[N+]([O-])c1cc(Cl)cc(C=Nc2cccc(F)c2)c1O	-0.1	0.3	5	8
CCOC(=O)NC(NNc1ccc([N+](=O)[O-])cc1[N+](=O)[O-])(C(F)(F)F)C(F)(F)F	-0.2	0.1	-7	3
O=C(CCCn1c(=S)[nH]c2cc3c(cc2c1=O)OCO3)NCC1CCCO1 (stereo not given)	0.2	1.5	-21	-5
CCCS(=O)(=O)NC1CC(=O)N(c2ccc(OC)cc2)C1 (stereo not given)	0.2	-2.2	13	3
COc1cccc(C=Nc2ccc(-c3nc4ncccc4o3)cc2)c1O	0.0	-0.7	10	-2
CCc1ccccc1NC(=O)CSc1nc2ccccc2c(=O)n1CCC(=O)N1CCN(c2ccccc2)CC1	-0.1	0.0	2	19
Cc1cc(C(=O)NN2CCOCC2)c2c(C)nn(-c3ccccc3Cl)c2n1	0.0	-0.1	15	-3
CC(=O)c1cccc(Nc2ncnc3c2cnn3C)c1	-0.1	-1.5	-15	-4
COc1cc(NC(=O)c2ccccc2)c(OC)cc1NC(=O)Cc1ccc(F)cc1	0.1	1.0	4	-6
O=C(Nc1nnc(-c2ccc(Cl)cc2)o1)c1cc(Cl)ccc1[N+](=O)[O-]	-0.1	-0.1	-8	-1
Cc1cc(S(=O)(=O)N2CCN(C(=O)c3ccco3)CC2)ccc1F	-0.1	-0.4	2	-5
Cn1c(Cc2ccccc2)nnc1SC/C(O)=C(\C#N)c1nc2ccccc2[nH]1	-0.1	-0.5	0	-1
COc1cccc(NC(=O)C2CCCN2C(=O)Nc2ccccc2F)c1 (stereo not given)	-0.1	0.4	0	-10
CCOc1cc(/C=C2\SC(N)=NC2=O)ccc1OS(=O)(=O)c1ccccc1	0.2	1.1	8	12
CN(CC(=O)NCc1cccc(Cl)c1)c1nnc(N2CCCC2=O)s1	0.1	2.0	15	-1
Cc1cccc(OCC(=O)O/N=C(\N)c2ccccc2Cl)c1	1.3	1.6	10	-41
CCOC(=O)C1CCCN(c2nc(-c3ccc(C)cc3)nc3ccccc23)C1 (stereo not given)	0.4	1.6	-3	-4
COCCn1c(=N)c(S(=O)(=O)c2ccccc2)cc2c(=O)n3cc(C)ccc3nc21	1.2	2.0	1	4
COc1cc(-n2nnnc2SCCn2c([N+](=O)[O-])cnc2C)c(OC)cc1Cl	0.0	1.4	5	-7

A few values from the results shown:
In TEAD-YAP inh, Cn1c(Cc2ccccc2)nnc1SC/C(O)=C(\C#N)c1nc2ccccc2[nH]1 shows -1
In GPR151 activ, C/C=C(\C)CN1CCCC(C(=O)Nc2ccc(-c3cscn3)cc2)C1 (stereo not given) shows -1.8

Continued:
compound	FBW7 act	GPR151 activ	MITF inh	TEAD-YAP inh
CCCCNc1ncnc2c1c(-c1ccccc1)cn2-c1ccc(C)c(Cl)c1	-0.1	-1.0	-2	9
CN1CCN(c2ccc(/C=C3\NC(=S)NC3=O)cc2[N+](=O)[O-])CC1	0.7	-2.3	19	-4
CC1CCCC(C)N1C(=O)CSc1nnc(NC(=O)C2CCCCC2)s1 (stereo not given)	1.6	-0.8	16	15
O=[N+]([O-])c1ccccc1S(=O)(=O)NC1CC2CCC1C2 (stereo not given)	0.3	1.7	18	6
COc1ccc(-c2noc(-c3nnn(CC(=O)Nc4ccc(F)cc4)c3N)n2)cc1	0.8	2.8	-2	15
CCOC(=O)C1=NOC2C(=O)N(c3ccc(Br)cc3)C(=O)C12 (stereo not given)	0.1	-0.2	-10	-7
COc1ccc(C23CC4CC(CC(C(=O)OCC(=O)NC(C)(C)C)(C4)C2)C3)c(F)c1	-0.1	0.3	-4	1
Cc1cccnc1NC(=S)NC(=O)c1oc2ccccc2c1C	0.1	-0.5	-3	-48
COc1ccc(S(=O)(=O)N(CC(=O)Nc2cccnc2)c2ccc(F)cc2)cc1OC	-0.1	0.4	4	3
CC(C)(C)N(Cc1ccccc1)C(=O)COC(=O)c1c(F)cccc1F	0.2	-0.3	9	6
Cc1ccc(N2CC(NC(=O)Nc3ncccc3C)CC2=O)cc1 (stereo not given)	0.1	5.9*	-5	3
CC/C(=N\NC(N)=O)c1ccc(OC(F)F)cc1	0.1	-0.9	-4	4
COc1cc(C(=O)N2CCN(C(=O)c3cccnc3)CC2)cc(OC)c1OC	0.0	1.9	7	3
c1ccc(Nc2nc(Nc3ccc4ncccc4c3)nc3nc[nH]c23)cc1	-0.1	-0.9	-3	16
O=C(O)CSCC(=O)Nc1ccc(-c2nc3ccccc3s2)cc1	0.0	-9.3	0	6
CC(C)CC1=NS(=O)(=O)c2ccccc2N1	-0.2	0.3	2	3
Cc1c(Cl)cccc1S(=O)(=O)N1CCC(n2nnc3cc(F)ccc32)CC1	0.0	-0.5	2	-6
O=C1CN=C(Nc2ccc(Cl)cc2)N1c1ccc2c(c1)OCCO2	1.8	-0.6	7	3
C(=N\Nc1nnc2c(n1)[nH]c1ccccc12)/c1ccc(N2CCOCC2)cc1	0.0	1.7	-2	-4
Cc1[nH]c2ccccc2c1/C=N/Nc1nc2ccccc2[nH]1	-0.2	0.9	-8	-2

Next part:
compound	FBW7 act	GPR151 activ	MITF inh	TEAD-YAP inh
COc1ccc(CN2CCNC(=O)C2CC(=O)NCC2CCOCC2)cc1C (stereo not given)	-0.2	-0.1	-8	-3
O=C(N/N=C/c1cccnc1)c1ccc(F)cc1	0.0	0.3	4	-23
COC(=O)c1ccc2c(=O)n(-c3ccc(OCc4ccccc4)cc3)c(=S)[nH]c2c1	0.1	1.6	-12	-1
CCC(Oc1ccccc1)C(=O)Nc1sc2c(c1C(=O)OC)CCC(C(C)(C)CC)C2 (stereo not given)	0.2	-0.3	7	-9
CC(O)c1nc2ccc(S(=O)(=O)c3ccc4nc(C(C)O)[nH]c4c3)cc2[nH]1 (stereo not given)	-0.1	0.8	-4	-13
O=C(NCCC1=CCCCC1)c1ccc(N2CC3CC(C2)c2cccc(=O)n2C3)c(NC(=O)c2ccccc2Br)c1 (stereo not given)	0.1	1.0	13	-22
COC(=O)C1=CN(C2CC2)C=C(C(=O)OC)C1c1ccc(C(F)(F)F)cc1	0.1	-1.3	8	-2
CCCCn1c(SCc2ccc(Cl)cc2)nc2ccsc2c1=O	-0.1	-0.7	-4	9
NC(=O)c1ccc(Nc2cc(-c3ccc(Cl)cc3)ncn2)cc1	0.6	0.3	5	-7
CCNC(=O)N1CCC(Cn2cnc3ccccc32)CC1	0.0	-0.1	3	-2
Cc1cn[nH]c1C1CCCN(S(=O)(=O)c2ccc(Cl)s2)C1 (stereo not given)	-0.2	-0.2	1	-10
COc1ccc(C(=O)N(CC#N)CC#N)cc1[N+](=O)[O-]	1.5	-1.0	22	14
O=C(COc1ccc(S(=O)(=O)N2CCCCC2)cc1)NC1CC1	0.1	-0.6	-2	-2
COc1cc2c(C)[nH]c(=O)c(CC(=O)Nc3ccccc3)c2cc1OC	0.1	0.0	-2	7
CN(C)c1ccc(/C=C2/C(=O)ON=C2c2ccccc2)cc1	-0.1	-0.7	37	5
CCOC(=O)c1c(C)oc2cc(Br)c(OCc3ccccc3Cl)cc12	-0.1	0.3	-7	-5
CCOC(=O)c1c(NC(=O)CSc2nnc(CNC(=O)c3cccs3)n2-c2cccc(Cl)c2)sc2c1CCCCC2	0.4	-2.3	4	3
CCOc1ccc(N(C(C)C(=O)NC(C)(C)C)S(C)(=O)=O)cc1 (stereo not given)	0.2	-1.4	-12	-4
